NCI-60 one-dose screen, 48 h, at 10 µM unless noted. Numbers give growth in % (100 = growth as untreated, 0 = no growth, -100 = all killed).
A498: A498 renal cancer cells | 76,000 tested, 5.4% active
SNB-75: SNB-75 CNS cancer; 79,000 tested, 5% active; AID 1794750
SF-539: SF-539 CNS cancer; 81,000 tested, 6.8% active
SF-268: SF-268 CNS cancer cells; 82,000 tested, 3.1% active; AID 1794759
CAKI-1: CAKI-1 renal cancer; 75,000 tested, 4.7% active; AID 1794772
ACHN: ACHN renal cancer. 81,000 tested, 4.9% active. AID 1794771
SNB-19: SNB-19 CNS cancer cells. 81,000 tested, 2.5% active. AID 1794751
RXF 393: RXF 393 renal cancer cells | 77,000 tested, 6.9% active | AID 1794773
An asterisk follows results filed as active; . = no result given; & = joins results of further samples; [ ] = another dose, or the depositor's remark. The calls were made as follows: active = growth percent below 10; inactive = the rest.

SMILES | A498 | SNB-75 | SF-539 | SF-268 | CAKI-1 | ACHN | SNB-19 | RXF 393
O=C1[C@H]2Cc3c([nH]c4ccccc34)[C@@H](c3ccc(Br)cc3)N2C(=O)CN1C1CCN(Cc2c(F)cccc2F)CC1 | 78 | . | 48 | 50 | 26 | 41 | 66 | 60
Cc1cc(C)nc(/N=C(\N)Nc2ccc(S(=O)(=O)Nc3nc(C)cc(C)n3)cc2)n1 | 112 | 78 | 102 | 106 | 100 | 115 | 102 | .
N#Cc1c(-c2ccc(Cl)cc2)nc2n[nH]c(-c3ccc(Cl)cc3)c2c1-c1ccc(C(F)(F)F)cc1 | 51 | -18* | -79* | 6.5* | -20* | 2.2* | 11 | -15*
O=C(NC(C(=O)c1ccccc1)c1ccccc1)c1ccccc1 (centres undefined) | 77 | 99 | 103 | 109 | . | 95 | 105 | 114
O=C1C(c2c(O)[nH]c3ncccc23)=Nc2ccccc21 | 117 | 68 | 91 | 84 | 54 | 51 | 96 | 71
CCC(=O)c1ccc2ccccc2c1 | 116 | 99 | 115 | 121 | 104 | 109 | 97 | 113
CC(C)N1CC(=O)N2CSCC2C1=O (centres undefined) | 123 | 99 | 98 | 106 | 100 | 109 | 121 | 104
NS(=O)(=O)c1ccc(Nc2nccc(Nc3ccc4[nH]ncc4c3)n2)cc1 | 68 | 78 | 103 | 88 | 104 | 107 | 96 | 89
COc1ccc(OC)c(NC(=O)OCc2ccc3c(c2)OCO3)c1 | 105 | 106 | 94 | 99 | 85 | 106 | 105 | 105
N/C(=N\OC(=O)CSc1nc2ccccc2s1)c1ccc(Cl)cc1 | . | 89 | 95 | 96 | 83 | 91 | 99 | 122
NCC(O)C(O)C(O)C(O)CO (centres undefined) | 99 | 92 | 101 | 96 | 89 | 105 | 104 | 109
COc1cc(/C=C/C(=O)/C=C(/C=C/c2ccc(OC(C)=O)c(OC)c2)OB(F)F)ccc1OC(C)=O | . | 53 | 57 | 81 | . | 26 | 69 | 15
C#C[C@@]1(O)[C@@H](CO)O[C@@H](n2cc(Cl)c3c(N)ncnc32)[C@@H]1O | -69* | -42* | -54* | 15 | . | -13* | 2.9* | -33*
O=C(CN1CCN(c2cc(=O)[nH]c3ccc(F)cc23)CC1)Nc1ccc(Br)cc1 | 50 | 69 | 85 | 83 | 78 | 67 | 72 | 73
CC1=NN(CNc2nc3c(C)ccc(C)c3s2)C(=O)C1 | 103 | 93 | 104 | 110 | 102 | 99 | 92 | .
CCOc1cc2c(cc1OCC)C(c1cc(OC)c(OC)c(OC)c1)NCC2 (centres undefined) | 116 | 82 | 104 | 103 | 87 | 102 | 98 | 101
CCN(CC)C(=S)SCCO | 76 | 89 | 102 | 102 | 107 | 111 | 104 | 106
COc1ccc(C(C)=O)cc1OCc1ccccc1 | 92 | 76&94 | 102&109 | 99&115 | 91&79 | 100&117 | 93&92 | 107&91
CCn1c(O)c(N=NC(=O)c2ccc(S(N)(=O)=O)cc2)c2ccccc21 | 82 | 101 | 110 | 102 | 94 | 105 | 98 | 106
CCOC(=O)c1nnn(Cc2cc(=O)oc3ccc(C)cc23)c1C | 90 | 104 | 107 | 100 | 101 | 105 | 94 | 111
COc1cc(OC)c(/C=C/C(=O)/C=C(/C=C/c2c(OC)cc(OC)cc2OC)OB(F)F)c(OC)c1 | 104 | 104 | 106 | 98 | . | 111 | 103 | 108
O=C1OC(=O)[C@H]2[C@@H]3CC[C@@H](C3)[C@@H]12 | 96 | 97 | 100 | 118 | . | 100 | 107 | 138
CC/C=C/N1CCCC1 | 118 | 73 | 100 | 122 | 76 | 111 | 99 | 106
N#C/C(=C1C=C/C(=N/O)C=C/1Cl)c1ccccc1 | 97 | 96 | 98 | 96 | 104 | 97 | 94 | 97
Cn1cc(-c2nnc(N)nc2-c2c[nH]c3ccc(Br)cc23)c2cc(Br)ccc21 | 94 | 82 | 102 | 106 | 86 | 95 | 99 | 93

As a working copy, part of the list above.
SMILES | A498 | SNB-75 | SF-539 | SF-268 | CAKI-1 | ACHN | SNB-19 | RXF 393
O=C1[C@H]2Cc3c([nH]c4ccccc34)[C@@H](c3ccc(Br)cc3)N2C(=O)CN1C1CCN(Cc2c(F)cccc2F)CC1 | 78 | . | 48 | 50 | 26 | 41 | 66 | 60
Cc1cc(C)nc(/N=C(\N)Nc2ccc(S(=O)(=O)Nc3nc(C)cc(C)n3)cc2)n1 | 112 | 78 | 102 | 106 | 100 | 115 | 102 | .
N#Cc1c(-c2ccc(Cl)cc2)nc2n[nH]c(-c3ccc(Cl)cc3)c2c1-c1ccc(C(F)(F)F)cc1 | 51 | -18* | -79* | 6.5* | -20* | 2.2* | 11 | -15*
O=C(NC(C(=O)c1ccccc1)c1ccccc1)c1ccccc1 (centres undefined) | 77 | 99 | 103 | 109 | . | 95 | 105 | 114
O=C1C(c2c(O)[nH]c3ncccc23)=Nc2ccccc21 | 117 | 68 | 91 | 84 | 54 | 51 | 96 | 71
CCC(=O)c1ccc2ccccc2c1 | 116 | 99 | 115 | 121 | 104 | 109 | 97 | 113
CC(C)N1CC(=O)N2CSCC2C1=O (centres undefined) | 123 | 99 | 98 | 106 | 100 | 109 | 121 | 104
NS(=O)(=O)c1ccc(Nc2nccc(Nc3ccc4[nH]ncc4c3)n2)cc1 | 68 | 78 | 103 | 88 | 104 | 107 | 96 | 89
COc1ccc(OC)c(NC(=O)OCc2ccc3c(c2)OCO3)c1 | 105 | 106 | 94 | 99 | 85 | 106 | 105 | 105
N/C(=N\OC(=O)CSc1nc2ccccc2s1)c1ccc(Cl)cc1 | . | 89 | 95 | 96 | 83 | 91 | 99 | 122
NCC(O)C(O)C(O)C(O)CO (centres undefined) | 99 | 92 | 101 | 96 | 89 | 105 | 104 | 109
COc1cc(/C=C/C(=O)/C=C(/C=C/c2ccc(OC(C)=O)c(OC)c2)OB(F)F)ccc1OC(C)=O | . | 53 | 57 | 81 | . | 26 | 69 | 15
C#C[C@@]1(O)[C@@H](CO)O[C@@H](n2cc(Cl)c3c(N)ncnc32)[C@@H]1O | -69* | -42* | -54* | 15 | . | -13* | 2.9* | -33*
O=C(CN1CCN(c2cc(=O)[nH]c3ccc(F)cc23)CC1)Nc1ccc(Br)cc1 | 50 | 69 | 85 | 83 | 78 | 67 | 72 | 73
CC1=NN(CNc2nc3c(C)ccc(C)c3s2)C(=O)C1 | 103 | 93 | 104 | 110 | 102 | 99 | 92 | .

(list continues)
SMILES | A498 | SNB-75 | SF-539 | SF-268 | CAKI-1 | ACHN | SNB-19 | RXF 393
OC(CCC(O)(c1ccccc1)c1ccccc1)(c1ccccc1)c1ccccc1 | 60 | 84 | 115 | . | 44 | 100 | 106 | 80
Cc1ccc(N=Cc2ccccc2O)cc1Cl | 75&106 | 96&84 | 122&104 | 91&109 | 88&95 | 104&95 | 105&99 | 94&102
COc1cc(/C=N\Nc2ccccc2)ccc1OC(=O)c1ccccc1 | . | 85 | 24 | 57 | 40 | 45 | 108 | 100
Cc1cc(N2CCN(C)CC2)nc(N(CCNc2ccnc3cc(Cl)ccc23)Cc2ccco2)n1 | 73 | 66 | -68* | 53 | . | 55 | 37 | 40
CCCCCCCCCCCCNC(=O)[C@H]1CSC(c2ccsc2)N1 (some centres undefined) | 106 | . | -89* | -77* | -14* | -69* | -80* | -93*
CCC(C)NC(=O)/C=C/c1ccccc1 (centres undefined) | 108 | 90 | 102 | 103 | 97 | 103 | 106 | 113
Cn1cc(-c2cnc3ccc(NC(=O)Nc4ccc(F)c(Br)c4)cc3n2)cn1 | 16 | . | 53 | 50 | 13 | 20 | 58 | -22*
OCCNc1nc(NCCO)nc(Nc2ccc(C3=NN(c4ccc(Cl)cc4)C(c4ccc(Cl)cc4)C3)cc2)n1 (centres undefined) | 86 | 51 | 37 | 53 | . | 51 | 78 | -26*
N#Cc1c(N)sc(N)c1C#N | 101 | 89 | 95 | 101 | 97 | 99 | 112 | 105
CCn1nccc1N | 90 | 97 | 102 | 111 | 100 | 101 | 107 | 120
C[C@]12CC[C@H]3[C@@H](CC=C4C[C@@H](O)CC[C@@]43C)[C@@H]1CC[C@@H]2[C@](C)(O)CCc1cccnc1 | 73 | 62 | 66 | 71 | 69 | 61 | 71 | 66
Cc1cc(-c2ccccc2)c(C)n1Cc1ccc(Cl)cc1 | 24 | 38 | 39 | 59 | 22 | 55 | 61 | 61
NCCNCCN | 87 | 81 | 97 | 105 | 93 | 103 | 107 | 98
C=C(C)[C@@H]1CC[C@]2(COCCC#N)CC[C@]3(C)[C@H](CC[C@@H]4[C@@](C)(CCCNCCC#N)[C@H](C(=C)C)CC[C@]43C)[C@@H]12 | 90[100 µM] | 41[100 µM] | -20*[100 µM] | 53[100 µM] | 27[100 µM] | 11[100 µM] | 59[100 µM] | -12*[100 µM]
COc1ccc(-c2nc(SCC(=O)NC3=NN=C(c4ccccc4)CS3)[nH]c(=O)c2C#N)cc1 | 97 | 78 | 102 | 106 | 100 | 111 | 111 | 111
C[C@]12CC[C@H]3[C@@H](CC=C4C[C@@H](O)CC[C@@]43C)[C@@H]1CC[C@@H]2C(=O)C/C=N/O | 90 | 85 | 92 | 92 | 83 | 89 | 95 | 96
O=C1Nc2c(C(=O)O)cccc2/C1=N/c1n[nH]c(=S)s1 | 115 | 99 | 92 | 83 | 52 | 78 | 95 | 112
Cc1nc(C#N)c(N2CCC(c3nc(-c4ccccc4)no3)CC2)o1 | 92 | . | 101 | 97 | 86 | 98 | 93 | 117
CCC(C)C1OC1(C)C1(O)C(C)=CC2CC(C(=O)OC)=CCC2C1/C=C/C=C/C=C/C(=O)O (centres undefined) | . | 74 | 72 | 99 | 114 | 102 | 90 | 101
Cc1c(Br)cccc1NC(=O)c1sc2nc3c(cc2c1N)CN(Cc1ccccc1)CC3 | -8.9* | -9.1* | -4.3* | 32 | . | 40 | 23 | 6.3*
CCCCCN1C(=O)/C(=c2\sc3n(c2=O)C2C(NN=3)N(CC)C(=O)N2CC)c2cc(Cl)ccc21 (centres undefined) | 66 | 84 | 87 | 91 | 60 | 75 | 88 | 73
C#CCOC(=O)/C=C/c1cn(-c2ccccc2)nc1-c1ccc(OC)cc1 | 82 | 67 | 89 | 88 | 68 | 77 | 99 | 74
COc1ccc(C2N(c3ccc([N+](=O)[O-])cc3)N=C(C(C)=O)N2[C@H]2[C@H](OC(C)=O)O[C@H](COC(C)=O)[C@@H](OC(C)=O)[C@@H]2OC(C)=O)cc1 (some centres undefined) | 100 | 81 | 92 | 89 | 82 | 77 | 87 | .
O=C(CSc1nnc(-c2ccc(NC(=O)c3cccnc3)cc2)o1)Nc1ccccc1Cl | 102 | 103 | 84 | 97 | 78 | 107 | 71 | 134
CCc1cc(O)ccc1Nc1cc(-c2ccc(O)cc2)[nH]n1 | 100 | 104 | 72 | 89 | 68 | 83 | 83 | 136
Remaining list, next part.
SMILES | A498 | SNB-75 | SF-539 | SF-268 | CAKI-1 | ACHN | SNB-19 | RXF 393
Cc1[nH]cnc1S(=O)(=O)O | 115 | 103 | 120 | 101 | 101 | 101 | 110 | 126
COc1ccc(-c2nn(C(=O)NCCN3CC(C)OC(C)C3)cc2-c2ccncc2)cc1Cl (centres undefined) | 85 | 85 | 91 | 92 | 89 | 88 | 93 | 106
CCOc1ccc(I)cc1 | 101 | 91 | 98 | 96 | 113 | 110 | 104 | 107
Cc1nn(-c2ccccc2)c2c1C(c1ccc(Cl)cc1)CC(=O)N2 (centres undefined) | 101 | 106 | . | 98 | 118 | 95 | 98 | 111
CCCCCCOC(=O)/C=C(\CC(=O)OCCCCCC)C(=O)OCCCCCC | 95 | 98 | 110 | 98 | 98 | 99 | 102 | .
Clc1ccc(-c2nc3ccc(-c4nnc(SCc5ccccc5)o4)cc3[nH]2)cc1 | 112 | 40 | -28* | 60 | 38 | 45 | 27 | -4.9*
Cc1cccc(NC(=O)c2ccc(Cl)c(Cl)c2)c1 | 83 | 89 | 101 | 96 | 97 | 93 | 98 | 101
O=C(Cn1cccc(Nc2ccccc2)c1=O)Nc1ccccc1 | 66 | 85 | 97 | 107 | 98 | 103 | 97 | 100
COC(=O)CCc1c[nH]c2ccc([N+](=O)[O-])cc12 | 96 | 91 | 94 | 104 | 94 | 89 | 102 | 109
CCN1CCN(c2nc(C)cc(N(CCCNc3ccnc4cc(Cl)ccc34)Cc3ccc4c(c3)OCO4)n2)CC1 | -28* | -54* | -86* | -6.1* | . | -25* | 25 | -73*
c1ccc(NC2Sc3nc4ccccc4nc3N2C2CCCCC2)cc1 (centres undefined) | 95 | 99 | 100 | 103 | 99 | 99 | 98 | 116
C=CCNc1nnc(C)s1 | 123 | 102 | 100 | 119 | 119 | 97 | 109 | .
O=C(NNc1nc2cc(F)c(F)cc2n2cccc12)c1cccnn1 | 14 | 34 | 0.4* | 14 | 12 | 10 | 23 | 40
CC/C(=C\c1ccccc1O)c1ccncc1 | 91 | 97 | 92 | 103 | 119 | 94 | 84 | 98
CSCc1ccc(CSC)cc1 | . | 85 | 108 | 121 | 110 | 109 | 104 | 116
O=C(O)CCNC(=O)c1nc(-c2ccccc2)n(-c2ccc([N+](=O)[O-])cc2)n1 | 88 | 93 | 96 | 100 | 92 | 105 | 107 | .
c1ccc(Sc2ccncc2)cc1 | . | 85 | 108 | 114 | 96 | 110 | 104 | 109
COc1ccc(NC(=O)[C@H](C)N)cc1C(=O)Nc1cccc(-c2cc(=O)c3c(OC)c(OC)c(OC)cc3o2)c1 | 51 | 84 | 72 | 67 | 49 | 54 | 66 | 72
Cc1ccc(S(=O)(=O)N2CCC(O)(c3ccccc3)CC2)cc1 | 107 | 81 | 100 | 107 | 100 | 101 | 96 | 101
CC(=O)Nc1ccc(CC#N)cc1 | 73 | 93 | 109 | 111 | 113 | 108 | 98 | 114
COc1cc(CNC(=O)C[C@H](C)CCC=C(C)C)ccc1OCc1cn(-c2ccc([N+](=O)[O-])cc2)nn1 | 93 | 78 | 43 | 89 | 72 | 73 | 85 | 91
CC(C)OC(=O)N1CCOCC1 | 90 | 86 | . | 100 | 105 | . | 99 | 116
O=C(NCCNC(=O)Oc1cccc2ccccc12)Oc1cccc2ccccc12 | 89 | 90 | 101 | 84 | 95 | 85 | 94 | 104
